Screening data deposited in PubChem BioAssay by National Center for Advancing Translational Sciences (NCATS).
Glioma ERSR ind – ER stress response induction in glioma; U87-MG GRP78 promoter luciferase reporter, 16 h; AID 602332; hit rate 0.02% among 420,000; Potency, µM, inactives show top-dose activation, usual class: activators; further: potency means the concentration at half of the fitted maximal effect; series mostly up to about 76 µM; % of control where 0% means no effect; nearly all actives have a fitted effect of over 35% in size
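Stably transfected U87-MG human glioma cells carrying a GRP78-based luminescent sensor were seeded at 1000 cells/well, pin-dosed with compounds and incubated 16 h. Luciferase reagent was then added, and end-point luminescence was read after 10 min at room temperature.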
D1 PAM – human D1 dopamine receptor positive modulation; HEK293 TREx D1 cells, calcium flux, dopamine EC20 potentiation; potentiation, % at 10 µM; hit rate 0.036% among 360,000; in the data active means potentiation above about 30%; further: 0% is about no effect
D1 agonist – human D1 receptor agonism; P21728; HEK293 T-REx D1 cells, calcium flux, agonist mode; activation, % at 2 µM; hit rate 1% among 360,000; AID 504660; in the data active means activation above about 30%; further: 0% is about no effect
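Tetracycline-induced HEK293 TREx D1 cells, force-coupled to calcium signalling, were dye-loaded with a no-wash calcium kit. Compound was pin-added after a 10 s baseline. Fluorescence was read kinetically at 1 cycle/s for 180 s, with calcium rises flagged as agonism.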
D2 PAM – positively modulates the human D2 dopamine receptor allosterically | potentiation, % at 10 µM | P14416 | AID 485347 | HEK293 T-REx D2, calcium flux, EC20 dopamine potentiation | hit rate 0.34% among 340,000;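 active means potentiation over 3 SD above the plate norm, cut at about 30% in these data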; further: 0% is about no effect
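Calcium flux readout, no-wash dye, 1 read/s. Inducible HEK293 Trex D2 line, overnight 30 C. Compound alone 180 s (agonist flags), then EC20 dopamine, another 180 s to score potentiation.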
Vif-APOBEC3F blk – inhibitors of Vif-A3F interaction | AID 602313 | Potency, µM (top dose mostly 46.1 µM), inactives show at the top dose activity, negative = active | HeLa A3F-eYFP + Vif (tagged APOBEC3F with the HIV-1 protein that degrades it), YFP fluorescence increase | hit rate 0.2% among 390,000; further: potency means the concentration at half of the fitted maximal effect; % of control where 0% means no effect; nearly all actives have a fitted effect of over 65% in size
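Fluorescence increase (Ex 488/Em 500-530) after overnight compound treatment at 37 deg C flags inhibition of Vif-driven A3F-eYFP loss in stable HeLa A3F-eYFP/Vif cells seeded overnight beforehand.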
RXFP1 ag – agonists of human relaxin receptor RXFP1 | HEK293T-RXFP1 cAMP TR-FRET, 30 min; response scale: percent of porcine relaxin response, buffer zero | hit rate 0.3% among 370,000 | AID 2676 | Q9HBX9 | Potency, µM (top dose mostly 57.5 µM), inactives show top-dose activation, actives largely listed as activators; further: potency means the concentration at half of the fitted maximal effect; on the % scale 0 is the no-effect control and ±100 the full control effect; nearly all actives have a fitted effect of over 60% in size; many of its hits are not listed in these tables
Target sequence (Q9HBX9 whole entry, looked up): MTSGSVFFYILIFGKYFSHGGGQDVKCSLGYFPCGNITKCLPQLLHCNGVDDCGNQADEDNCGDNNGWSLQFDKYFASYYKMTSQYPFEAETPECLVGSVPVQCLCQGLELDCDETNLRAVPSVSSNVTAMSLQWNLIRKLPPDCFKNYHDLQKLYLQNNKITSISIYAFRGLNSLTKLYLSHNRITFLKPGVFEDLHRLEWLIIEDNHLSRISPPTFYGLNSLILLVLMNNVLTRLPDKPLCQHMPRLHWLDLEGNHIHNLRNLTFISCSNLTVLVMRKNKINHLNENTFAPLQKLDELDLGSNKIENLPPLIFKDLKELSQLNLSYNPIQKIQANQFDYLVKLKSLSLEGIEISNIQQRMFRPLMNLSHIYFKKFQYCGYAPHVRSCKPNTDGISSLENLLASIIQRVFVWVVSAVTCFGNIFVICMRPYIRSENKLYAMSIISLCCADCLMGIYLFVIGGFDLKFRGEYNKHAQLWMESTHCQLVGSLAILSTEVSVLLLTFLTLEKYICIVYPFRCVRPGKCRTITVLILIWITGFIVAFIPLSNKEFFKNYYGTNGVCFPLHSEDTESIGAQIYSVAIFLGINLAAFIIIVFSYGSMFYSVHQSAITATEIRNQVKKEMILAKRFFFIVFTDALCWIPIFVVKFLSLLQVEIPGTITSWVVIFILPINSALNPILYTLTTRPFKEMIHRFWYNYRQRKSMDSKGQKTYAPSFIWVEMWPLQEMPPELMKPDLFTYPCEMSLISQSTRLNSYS
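Agonist response is measured as cAMP accumulation in an RXFP1-transfected HEK293T line under PDE4 inhibition. Values are scaled between buffer-only and 29 nM porcine relaxin, and EC50s come from standard Hill equation fits.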
Vif-A3G inh – Vif-A3G binding inhibition. Q9HC16. HeLa A3G-eYFP + Vif (tagged APOBEC3G with the HIV-1 protein that degrades it), YFP fluorescence, overnight. Potency, µM (top dose mostly 46.1 µM), for the others: top-dose activity, negative = active, most hits filed as inhibitors. hit rate 0.076% among 410,000;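 further: potency means the concentration at half of the fitted maximal effect; on the % scale 0 is the no-effect control and ±100 the full control effect; nearly all actives have a fitted effect of over 60% in size; hits raise eYFP signal because A3G escapes Vif-driven loss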
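HeLa cells stably expressing Vif and C-terminally eYFP-tagged A3G, seeded overnight at 37 deg C, then exposed to compound by pintool overnight at 37 deg C. Rise in yellow fluorescence (Ex 488/Em 500-530, Acumen) marks blocked Vif-driven A3G degradation.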
D1 antag – blocks dopamine activation of the human D1 receptor. hit rate 3.2% among 360,000. AID 504652. HEK293 TREx D1 cells, calcium flux, dopamine EC80; hits give low values. activity change, negative = inhibition, % at 10 µM. P21728; in the data active means activity change below about -30%; further: on the % scale 0 is the no-effect control and ±100 the full control effect
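Tetracycline-induced HEK293 T-REx cells with force-coupled D1 receptor were loaded with a no-wash calcium dye. Compound was added after a 10 s baseline and read kinetically for 180 s; EC80 dopamine was then added and calcium flux followed another 180 s.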
RXFP1 antagonist – antagonists of human relaxin receptor RXFP1; Q9HBX9; activity change, negative = inhibition, % at 57.5 µM; hit rate 0.59% among 350,000; HEK293-RXFP1, relaxin-stimulated cAMP HTRF, 30 min; hits give low values; AID 1259400;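 active means activity change of -60% or lower, but not beyond a set lower limit; inconclusive means change between -60% and -40%, or beyond the set limit; inactive means change above -40%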; further: on the % scale 0 is the no-effect control and ±100 the full control effect
* hit, by the source's call; ? = inconclusive; . = not tested or not shown; & = joins results of further samples. Unless noted, the call rests on the fitted dose curve; in most records, active means well fitted curve in the direction sought with a large enough effect; inconclusive means small, poorly fitted or top-dose-only effect, or another doubt; inactive means no such curve, though single readings can be large; an effect the other way counts as inactive or inconclusive.

SMILES | Glioma ERSR ind | D1 PAM | D1 agonist | D2 PAM | Vif-APOBEC3F blk | RXFP1 ag | Vif-A3G inh | D1 antag | RXFP1 antagonist
CCC(C)(C)NC(=O)C(c1ccc(C)cc1)N(CCN1CCOCC1)C(=O)CNC(=O)c1cccs1 (configuration not stated) | -2.5% | 1.4 | 6.8 | -15.8 | -4.8% | -1.1% | 3.1% | -1.0 | -13.3
O=[N+]([O-])c1c(Nc2ccc(O)cc2)cc(Cl)c2nonc12 | -13.5% | -4.4 | 3.3 | -3.8 | 1.7% | 5.6% | ? | -42.0* | ?
O=C1c2ccccc2C(=O)N1CCCCSc1nc2ccccc2c(=O)n1CCCN1CCOCC1 | -4.0% | -0.1 | 3.0 | -2.8 | 0.0% | 5.0% | 0.7% | -3.7 | -12.0
CC(C)C(OC(=O)c1cccs1)C(=O)NCc1ccccc1 (configuration not stated) | -3.9% | 1.0 | 1.3 | 9.0 | 0.0% | 1.0% | 1.5% | 0.7 | -1.6
Cc1cccc(C)c1N(CC(=O)N1CCOCC1)S(C)(=O)=O | 4.6% | -1.8 | 3.9 | -3.3 | 9.4% | 0.3% | -0.6% | -9.3 | 5.8
COc1ccc(N=C2SC(C(=O)N3CCN(c4ccc([N+](=O)[O-])cc4)CC3)CC(=O)N2C)cc1 (configuration not stated) | -5.0% | 9.0 | 1.7 | 10.7 | 1.6% | -0.7% | 4.5% | 5.2 | -3.4
Cc1cc(C)n2nc(C(=O)N/N=C/c3cccc(Cl)c3)nc2n1 | -1.1% | -13.3 | 1.7 | 0.2 | -4.7% | 1.6% | -1.4% | -29.7 | -25.7
COc1ccc(NC(=O)c2ccc(-c3ccccc3)cc2)cc1NS(=O)(=O)c1ccc(F)cc1 | 2.6% | -7.9 | 5.1 | 4.3 | 1.2% | 2.9% | 3.5% | -10.1 | 19.1
COc1ccc(OC)c(S(=O)(=O)N2CCCCC2C(=O)N2CCN(c3ccccn3)CC2)c1 (configuration not stated) | -1.1% | -1.4 | -0.1 | 15.0 | 2.5% | 0.1% | -0.5% | -4.4 | .
O=C(CN1CCN(Cc2ccc(F)cc2Cl)CC1)NCc1ccccc1 | -3.5% | -7.7 | 4.9 | -1.1 | 4.8% | 8.0% | 3.5% | 21.2 | -3.1
COc1ccc([C@H]2CC(=O)C=C(c3ccc(-c4ccccc4)c(F)c3)C2)cc1 | -3.4% | -0.8 | -0.1 | 19.4 | 6.9% | 1.7% | -2.6% | 7.8 | .
CC(=O)Nc1ccc(S(=O)(=O)N(c2cccnc2)S(=O)(=O)c2ccc(NC(C)=O)cc2)cc1 | 0.9% | -5.7 | 2.6 | -13.3 | -10.6% | -1.7% | -14.5% | -14.3 | -4.9
CCN(CC)C(=O)c1sc2c(c1C)c(=O)n(-c1ccccc1)c(=O)n2CC(=O)Nc1ccc(C)cc1C | -1.7% | -3.2 | 1.0 | 0.5 | 2.1% | -1.1% | 1.0% | -4.3 | -10.0
CC12CCC(C/C1=N/OC(=O)c1cccc([N+](=O)[O-])c1)C2(C)C (configuration not stated) | -5.9% | 3.5 | 1.8 | 6.1 | 5.1% | 0.0% | -4.3% | 24.5 | -3.3
CCc1cccc(CC)c1NC(=S)N1CCn2cccc2C1c1ccncc1 (configuration not stated) | -8.7% | 3.9 | 4.1 | -8.2 | 12.5% | -3.5% | -0.2% | -11.6 | -10.8
COc1ccccc1NS(=O)(=O)c1ccc(NC(=O)c2ccncc2)cc1 | -2.7% | -4.9 | 14.2 | -1.6 | 11.2% | 1.7% | -8.2% | -23.2 | 11.5
CC1CC(C)CN(C(=O)COC(=O)c2ccc3c(c2)OCO3)C1 (configuration not stated) | 1.6% | -2.4 | 3.9 | 6.4 | -5.2% | 0.0% | -6.1% | 19.1 | -2.9
Cc1nc(SCC(=O)Nc2cc(C)on2)c2c3c(sc2n1)CCCC3 | 3.3% | -1.5 | 4.7 | 9.7 | -3.3% | ? | -4.4% | -3.2 | 15.1
N#Cc1c(Nc2ccccc2)c(C=NCCN2CCOCC2)c[nH]c1=O | 7.3% | -14.5 | 1.9 | 16.0 | -4.2% | -3.8% | 0.6% | -1.9 | -2.4
CC1CCN(C(=O)CSc2nnc(Cc3ccccc3)o2)CC1 | 2.5% | -3.4 | -0.9 | 3.0 | 0.4% | 1.7% | -0.4% | -0.7 | 6.0
Cc1ccccc1CN1CCN(CC(=O)NCc2ccccc2)C1=O | -4.4% | 4.8 | 0.8 | -4.0 | -0.8% | -0.5% | -0.7% | -9.7 | -0.2
Cc1cc(C(=O)Nc2nnc(C(F)(F)F)s2)no1 | -1.2% | -7.1 | 5.6 | 1.2 | -11.6% | 0.6% | 0.1% | 0.3 | 4.5
CCOC(=O)c1sc(NC(=O)c2nc(SCC)ncc2Cl)c(C(=O)OCC)c1C | -3.2% | -0.9 | 4.8 | -1.8 | -12.7% | -1.5% | 1.7% | 1.2 | .
c1coc(-c2nc3cc4ccccc4cc3nc2-c2ccco2)c1 | -5.8% | -3.6 | 5.3 | . | . | . | ? | 4.9 | .
O=C(NCc1ccc(F)cc1)C(c1ccccc1)N(CC1CCCO1)C(=O)Cn1nnc2ccccc21 (configuration not stated) | -5.6% | -5.3 | -0.3 | 1.7 | -5.7% | 1.7% | 1.4% | -22.3 | 4.7
COc1ccc(N(CC(=O)Nc2cc(C)ccc2C)S(=O)(=O)c2ccccc2[N+](=O)[O-])c(OC)c1 | -5.0% | -2.2 | 9.8 | -2.1 | -13.7% | 0.5% | 1.9% | -12.5 | -19.9
CCOC(=O)c1c(C)[nH]c(N=Nc2ccccc2Cl)c1C | 11.0% | 12.4 | 0.6 | -1.9 | ? | -3.6% | 0.4% | 39.8 | -3.9
Cc1noc(C)c1NC(=O)N(C)C[C@@H]1OCc2cnnn2CCCC(=O)N([C@H](C)CO)C[C@@H]1C | -2.3% | . | . | . | 7.3% | . | 0.2% | . | -6.1
Cc1ccc(Cl)cc1NC(=O)COC(=O)C12CC3CC(CC(C3)C1)C2 | -4.3%&0.0% | 5.1&5.5 | 2.8&1.9 | 7.0&8.3 | 0.7%&0.4% | 3.9%&0.0% | -1.2%&0.2% | 9.2&7.0 | 3.5&-17.7
COc1ccc2c(c1)c(C(C)=O)c(C)n2-c1ccccc1 | -0.7% | -1.4 | 2.2 | -1.6 | 9.5% | 0.7% | 1.5% | 7.6 | 24.4
COc1ccccc1NS(=O)(=O)c1ccc(C)c(C(=O)NC2CCN(Cc3ccccc3)CC2)c1 | -2.9% | -4.8 | 4.2 | -19.4 | 0.7% | 0.4% | 1.0% | -6.3 | -7.6
O=C(NCCC1CCCCN1S(=O)(=O)c1ccc(Cl)cc1)C(=O)NCc1ccco1 (configuration not stated) | -2.2% | -19.4 | 10.4 | 6.4 | -14.0% | 1.7% | -25.6% | -24.0 | -9.6
CCN(CC(=O)Nc1ccc(NC(C)=O)cc1)C(=O)c1cc2c(s1)CCCCC2 | 1.0% | 3.4 | 1.3 | 6.8 | 0.1% | 1.7% | -14.4% | -15.3 | -0.4
O=C(NCCc1csc2nc(-c3ccccc3F)nn12)c1ccco1 | -1.7% | 0.1 | 1.4 | -3.9 | 1.7% | 1.6% | -4.9% | -6.6 | -8.1
Cc1ccc(-c2nnc(CSc3nc(C(C)C)nc4sc(C)c(C)c34)o2)cc1 | -2.4% | 4.0 | 8.2 | 7.1 | -7.5% | 0.2% | 6.3% | -2.0 | -15.3
COc1cc(OC)cc(C(=O)N2CCN(c3ccccc3F)CC2)c1 | -5.5% | -5.7 | 0.6 | -0.4 | -2.1% | -0.1% | ? | -13.7 | 3.5
O=C1C2C(C(=O)N1c1ccncc1)C1C=CC2C12CC2 (configuration not stated) | -5.4% | -0.5 | 1.4 | -7.7 | -1.2% | -0.3% | 1.8% | 2.6 | -1.0
O=C(NCCc1ccccc1)C1CCC(Cn2c(=O)c3ccccc3n(Cc3cccnc3)c2=O)CC1 (configuration not stated) | 1.0% | 1.9 | 3.7 | 2.6 | -3.5% | 0.8% | -5.4% | 4.9 | -7.3
CCc1ccc(-c2ccc(C(=O)C(F)(F)F)[nH]2)cc1 | -6.7% | 3.2 | -0.7 | 0.2 | -4.8% | -1.1% | 2.4% | -11.9 | 5.4
C[C@@H]1CCCCO[C@@H](CN(C)S(=O)(=O)c2ccccc2)[C@@H](C)CN([C@H](C)CO)C(=O)c2cc(NS(=O)(=O)c3ccc(F)cc3)ccc2O1 | -0.9% | . | . | . | -0.4% | . | -5.9% | . | 3.1

Limited to D1 agonist, D2 PAM and RXFP1 ag, for some of the entries so far:
| structure | D1 agonist | D2 PAM | RXFP1 ag |
| --- | --- | --- | --- |
| COc1cc(OC)cc(C(=O)N2CCN(c3ccccc3F)CC2)c1 | 0.6 | -0.4 | -0.1% |
| CCOC(=O)c1c(C)[nH]c(N=Nc2ccccc2Cl)c1C | 0.6 | -1.9 | -3.6% |

Additional results follow:
SMILES | Glioma ERSR ind | D1 PAM | D1 agonist | D2 PAM | Vif-APOBEC3F blk | RXFP1 ag | Vif-A3G inh | D1 antag | RXFP1 antagonist
COc1ccc(C(C#N)=C2C=CC(=NO)C=C2)cc1 | -9.3% | -1.1 | -0.8 | . | ? | -2.5% | -150.7% | -16.7 | -9.5
O=C(O)C1C2C=CC(O2)C1C(=O)NC1CCCc2ccccc21 (configuration not stated) | -2.0% | 2.7 | 5.7 | 7.0 | 4.7% | 0.3% | 0.7% | -8.4 | -6.8
O=C(COC(=O)CC(c1ccccc1)c1ccccc1)Nc1c(F)cccc1F | . | -7.3 | 2.8 | 2.2 | . | -0.3% | . | -12.3 | .
Nc1ccc(C(=O)OCC(=O)N2c3ccccc3Sc3ccccc32)cc1[N+](=O)[O-] | -4.2% | -5.5 | 3.5 | 2.8 | -2.0% | 0.2% | -5.1% | -19.2 | -10.7
CCC(C)(C)C1CCC2(CC1)NC(=S)N(c1ccccc1)N2 (configuration not stated) | 4.4% | -0.5 | 3.6 | -1.8 | 0.1% | 1.5% | -12.4% | -2.1 | -4.1

Some of the compounds tested; rates above refer to the full screens.
